aDG glyco act – increases alpha dystroglycan glycosylation; Pro5-aDG cells, alpha-DG glycosylation AlphaScreen (IIH6); 0% Pro5, 100% B10-LARGE cell signal; activation, % at 10 µM; 360,000 tested, 0.22% active; AID 624168;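 active = activation of at least 8% versus controls, or a plate z-score of at least 8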;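 note: Pro5 are CHO cells carrying HIG-tagged alpha-DG that lacks glycosylation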
ABHD5 PLIN5 PPI – ABHD5-PLIN5 protein interaction inhibition | Q00G26+Q8WTS1 | Split G. princeps luciferase complementation, luminescence, 4 h | inhibition, % at 4 µM | 360,000 tested, 0.78% active;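 active = inhibition above the mean inhibition across every tested compound plus 3 SD, cut at about 22% in these data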;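 note: 0% = DMSO only wells and the 100% control is not disclosed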
hiPSC survival – increases survival of single human iPS cells; hiPSC single-cell survival, ATPlite luminescence; 100% = ROCK inhibitor wells, 0% = DMSO; survival enhancement, % at 20 µM; 360,000 tested, 0.044% active; in the data active = survival enhancement above about 18%;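 note: cells exposed to compounds for 16 hours before the ATP read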
ABCB6 inh MLPCN – blocks the human ABCB6 transporter | K562-ABCB6 porphyrin accumulation, flow cytometry, 1 h; active compounds read low | fluorescence ratio to DMSO, % at 10 µM | 360,000 tested, 0.19% active;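 active = fluorescence ratio to DMSO below 75%, the collection mean minus 3 SD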;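 note: signal is porphyrin accumulated inside mitochondria; 100% equals median channel fluorescence of DMSO control wells; lower ratio means ABCB6 inhibition with less porphyrin fluorescence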
MC4R barr agon – agonists of human melanocortin 4 receptor (MC4R) beta-arrestin; U2OS MC4R beta-arrestin complementation, luminescence; percent of melanotan II response, DMSO zero; P32245; 360,000 tested, 0.98% active; activation, % at 8.9 µM;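 active = activation above a per-plate cutoff, the mean activation of sample wells on that plate plus 3 SD, cut at about 8% in these data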
Target sequence (P32245 whole entry, looked up): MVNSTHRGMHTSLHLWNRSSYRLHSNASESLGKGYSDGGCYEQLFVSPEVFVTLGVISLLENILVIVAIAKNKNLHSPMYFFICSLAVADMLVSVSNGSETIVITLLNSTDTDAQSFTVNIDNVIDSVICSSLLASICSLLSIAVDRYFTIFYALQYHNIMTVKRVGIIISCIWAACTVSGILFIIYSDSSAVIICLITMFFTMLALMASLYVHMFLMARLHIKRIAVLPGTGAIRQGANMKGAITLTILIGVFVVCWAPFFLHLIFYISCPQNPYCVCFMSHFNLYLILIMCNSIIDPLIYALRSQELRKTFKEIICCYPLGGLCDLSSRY
MC4R antagonist – blocks human MC4R cAMP signaling; P32245; MC4R-expressing cells, MTII-stimulated cAMP, LANCE TR-FRET; inhibition, % at 6.5 µM; 360,000 tested, 0.48% active; AID 540295;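 active = inhibition above its plate's cutoff, the mean of tested wells on that plate plus 3 SD, cut at about 29% in these data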;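 note: 0% = Melanotan II alone and 100% = Melanotan II plus saturating MCL0020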
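Material: human MC4R-expressing U2OS cells. Probe or stimulus: Melanotan II challenge. Dosing: 6.5 µM single dose. Times: 30-min compound, 1-h challenge, 1-h detection, room temperature. Technique: TR-FRET with Eu-cAMP and labeled anti-cAMP, 671 nm. Replication: singlicate.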
Granule exo inh – blocks lytic granule exocytosis | inhibition, % at 10 µM | TALL-104 LAMP-1 surface exposure, flow cytometry; cells stimulated with thapsigargin and PMA | 360,000 tested, 0.66% active;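 active = inhibition above about 55%, limit read from the data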
H9c2 protect – myocardial damage modulation in H9c2 cells; 360,000 tested, 0.63% active; protection from H2O2 cell death, % at 20 µM; H9c2 cardiomyocytes, H2O2 injury protection, ATPLite, 2 h;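 active = compounds giving at least 50% protection of heart cells from peroxide-induced death in the single-dose screen, raw or plate-pattern-corrected value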;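 note: 0% = DMSO wells with peroxide and 100% = DMSO wells without peroxide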
HTR2A ag – mouse HTR2A agonism via beta-arrestin recruitment | 360,000 tested, 0.66% active | activation, % at 7.6 µM | AID 624169 | CHO-K1 mHTR2A beta-arrestin complementation, luminescence; percent of 30 µM serotonin response | P35363;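 active = activation above a run cutoff, the mean activation of all tested compounds plus 3 SD, cut at about 14% in these data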;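 note: 0% = plate median of compound wells and 100% = 30 µM serotonin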
Target sequence (P35363 whole entry, looked up): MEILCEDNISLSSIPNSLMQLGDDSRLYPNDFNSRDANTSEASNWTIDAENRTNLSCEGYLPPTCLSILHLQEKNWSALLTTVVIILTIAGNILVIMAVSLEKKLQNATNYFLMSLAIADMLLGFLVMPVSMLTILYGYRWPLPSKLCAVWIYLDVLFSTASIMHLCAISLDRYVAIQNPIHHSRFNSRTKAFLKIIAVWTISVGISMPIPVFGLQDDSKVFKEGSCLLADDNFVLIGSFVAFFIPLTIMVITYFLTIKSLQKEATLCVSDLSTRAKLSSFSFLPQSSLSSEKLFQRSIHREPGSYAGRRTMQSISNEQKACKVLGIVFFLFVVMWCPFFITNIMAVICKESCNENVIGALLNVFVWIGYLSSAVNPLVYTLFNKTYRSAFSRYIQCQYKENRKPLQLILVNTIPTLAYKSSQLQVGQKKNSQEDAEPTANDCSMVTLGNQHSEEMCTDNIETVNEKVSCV
N-glyco inh – blocks N-linked glycosylation in D54 reporter cells; D54 ERlucT glycosylation luciferase reporter, 24 h; percent of 100 nM tunicamycin response; reporter increase, % at 12.5 µM; 360,000 tested, 0.23% active; AID 588692;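 active = mean luciferase reporter signal, scaled so untreated is 0 and the glycosylation-blocking control 100, at or above a set limit in every replicate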;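 note: luciferase carries N-glycosylation sites so blocking glycosylation raises the light; 0% = median of neutral control wells and 100% = median of 100 nM tunicamycin wells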
An asterisk follows results filed as active.

SMILES | aDG glyco act | ABHD5 PLIN5 PPI | hiPSC survival | ABCB6 inh MLPCN | MC4R barr agon | MC4R antagonist | Granule exo inh | H9c2 protect | HTR2A ag | N-glyco inh
O=C(c1cc2ccccc2o1)N1CCN(S(=O)(=O)c2ccc(F)c(F)c2F)CC1 | 0.5 | -1 | 0.4 | 97 | 8.2* | 3 | -2 | -8 | 2 | -2
Cc1ccc(N=Nc2ccc3ccccc3c2O)cc1 | -0.6 | 1 | -0.8 | 123 | -2.2 | 16 | -16 | -18 | 6 | -20
C(=C\c1ccccc1)/CSc1nnc(-c2ccncc2)n1Cc1ccco1 | 0.0 | 16 | 1.0 | 98 | -1.1 | 2 | 11 | 3 | 3 | 2
CC(=O)Nc1ccc(C(=O)N(C)c2ccccc2)cc1 | -0.1 | -2 | 1.5 | 106 | -1.4 | 0 | -2 | 13 | 2 | 1
NS(=O)(=O)c1cccc(NC(=O)CSc2nn(-c3ccccc3)c(=S)s2)c1 | 0.0 | 3 | -0.5 | 100 | -0.9 | 6 | 0 | -15 | 1 | -5
S=c1[nH]nc(C2CCCCC2)n1/N=C/c1ccc(Br)s1 | -0.1 | 2 | -1.7 | 88 | 4.5 | 3 | -1 | -6 | 5 | -1
Cc1nonc1CN(C)C(=O)CC1C(=O)NCCN1Cc1cccc(C(F)(F)F)c1 (stereo not drawn) | 0.0 | -1 | -0.9 | 97 | 0.8 | -6 | -2 | 0 | 1 | 0
CS(=O)(=O)c1ccc(NC(=O)c2cccc(S(=O)(=O)N3CCN(Cc4ccccc4)CC3)c2)cc1 | 0.4 | 4 | 0.1 | 96 | -1.2 | 7 | 3 | -13 | -3 | -5
COc1cc2c(cc1OC)CN(Cc1cc(=O)n3c(-c4ccccc4)csc3n1)CC2 | 0.0 | 1 | 0.4 | 102 | 1.0 | 8 | -2 | 7 | 0 | 3
COc1ccccc1C(=O)C1CCCN(Cc2ccc3c(c2)OCCO3)C1 (stereo not drawn) | 0.0 | 2 | -0.7 | 99 | 0.5 | 13 | -1 | -8 | 33* | 0
COc1ccc(C(=O)Nc2ccc3c(c2)C(=O)c2ccccc2C3=O)cc1OC | 1.2 | 2 | -0.9 | 103 | -1.6 | 1 | -6 | 1 | 1 | -6
COC(=O)\C(C(C)=O)=C(/C=C/C=C/C=C/N(C)C)N(C)C | 0.5 | 4 | 2.7 | 106 | -0.7 | -5 | 2 | -1 | 0 | 1
O=C(O)CN1C(=O)C(=O)N(Cc2cccc(F)c2)C1=O | 0.1 | 2 | 1.4 | 103 | -2.4 | -3 | 5 | 4 | -3 | -1
CC(C)c1nc(C#N)c(NCCCn2ccnc2)o1 | 0.5 | 6 | 0.1 | 121 | -0.6 | 2 | 0 | -5 | 4 | 1
COc1ccccc1C=NN=Cc1ccccc1OC | 0.1 | -3 | 0.2 | 95 | 3.6 | -3 | -5 | 3 | 6 | 3
CN(CC(=O)Nc1cccc(F)c1)C(=O)c1cn(-c2ccccc2)nc1-c1ccccc1 | 0.0 | -7 | -0.2 | 100 | 1.8 | 8 | 0 | -5 | 1 | 3
CN(CC(=O)NC1CCCCC1)S(=O)(=O)c1cccc2cccnc12 | 0.0 | 3 | 0.5 | 102 | 2.8 | 4 | -3 | 0 | 0 | 3
O=C(O)c1cccc(S(=O)(=O)Nc2ccccc2Cl)c1 | 0.9 | 1 | 13 | 106 | -0.2 | 0 | -6 | -1 | -1 | 1
CCCCNC(=O)Nc1ccc2c(c1)N(C)C(=O)c1ccccc1S2 | 0.0 | 50* | -0.3 | 90 | 0.5 | 2 | 3 | -8 | -10 | -1
O=C(O)c1cccc(S(=O)(=O)Nc2cccc3ccccc23)c1 | 0.0 | -1 | 0.8 | 102 | -2.0 | -7 | 0 | -1 | 2 | 1
COc1ccccc1OCCCCNC(C)(C)C | -0.1 | 5 | -1.2 | 100 | 0.9 | -2 | -2 | -5 | 1 | 2
COC(=O)[C@@]12CCCCN1[C@H](c1ccc(-c3ccc(C(C)=O)cc3)cc1)[C@@H]1C(=O)N(C)C(=O)[C@@H]12 | 0.4 | 0 | 2.5 | 94 | -2.4 | -1 | -8 | -6 | 4 | -3
COC(=O)CCC(=O)N1CCc2cc(S(=O)(=O)N3CCN(c4ccccc4Cl)CC3)ccc21 | 0.4 | -10 | 0.6 | 97 | -0.8 | -4 | 1 | -7 | 5 | 2
CCCn1c2ccccc2c2nnc(SCCN3CCOCC3)nc21 | -0.3 | 2 | -0.8 | 100 | -0.7 | -12 | 10 | 2 | 0 | -3
O=[N+]([O-])c1ccccc1SN(Cc1ccccc1)c1ccccn1 | 0.6 | -12 | -2.1 | 124 | -2.6 | 2 | -1 | -9 | -3 | -1
COc1ccccc1Nc1nc2ccc(C)cc2n2cnnc12 | -0.2 | -6 | -0.1 | 93 | -0.3 | -5 | -2 | 28 | -4 | 3
Cc1ccc(SCCN2CCN(C)CCC2=O)cc1 | 0.2 | -2 | -0.4 | 93 | -1.4 | 0 | 0 | 5 | -10 | 0
CCOC(=O)C(NCc1ccc2c(c1)OCO2)(NC(=O)CC)C(F)(F)F (stereo not drawn) | 0.0 | 2 | -0.6 | 105 | 0.0 | -3 | -1 | -1 | -1 | -1
CC(C)(C)NC(=O)CSc1nc(O)cc(=O)[nH]1 | 0.0 | 1 | 0.7 | 108 | -0.4 | 14 | -1 | 0 | 1 | 2
COc1ccccc1NC(=O)C1=C(C)Nc2ncnn2C1c1ccccc1C (stereo not drawn) | -0.2 | 9 | 1.7 | 100 | -0.7 | 6 | -2 | -2 | 3 | 0
CN(Cc1cccnc1)C(=O)c1cc(COc2ccc3c(c2)CCCC3)on1 | 0.8 | 6 | 0.5 | 91 | 0.5 | 18 | 14 | -19 | -2 | -7
COc1ccc(S(=O)(=O)N2CCOCC2)cc1NC(=O)C1COc2ccccc2O1 (stereo not drawn) | 0.0 | 19 | -0.4 | 97 | -0.4 | 1 | -4 | 12 | -1 | -2
CC(NC(=O)Cn1cc([N+](=O)[O-])cn1)c1ccc(C(C)(C)C)cc1 (stereo not drawn) | 0.1 | 0 | -0.4 | 96 | 2.9 | -4 | -10 | -1 | 2 | 1
CCC(=O)Nc1cc(-c2nn(C)c(=O)c3ccccc23)ccc1N1CCCCC1 | -0.3 | -8 | 1.8 | 92 | 2.8 | -1 | -3 | 5 | -1 | 8
COC(=O)[C@@H]1C[C@H]2CC[C@H](O)C[C@H]2N1Cc1ccc(C)s1 | -0.3 | -7 | -1.9 | 107 | -1.4 | 4 | 0 | 6 | -3 | 4
C=CCOc1cccc(/C=N/NC(=O)C(=O)NCc2ccco2)c1 | 0.1 | -4 | 2.7 | 87 | -2.0 | -2 | 1 | -7 | 0 | 3
CNC(=O)N1CCN(C(=O)NC)CC1 | -0.2 | -4 | -2.7 | 102 | -0.5 | 12 | 2 | 0 | -1 | 4
Cc1ccccc1C(=O)NC(CC(C)C)C(=O)OCc1cc(=O)n2cc(Br)ccc2n1 (stereo not drawn) | -0.1 | -2 | 0.8 | 98 | 0.7 | 7 | -6 | 6 | 3 | 0
O=C(c1ccccc1)c1ccc(C(=O)N2CCN(c3ccc(F)cc3)CC2)o1 | 0.2 | 8 | 8.9 | 98 | -0.1 | -4 | 0 | 12 | -6 | -2
CC(C)Oc1cccc(C(=O)C2CCCN(C(=O)c3ccsc3)C2)c1 (stereo not drawn) | 0.0 | -1 | -0.6 | 98 | 0.3 | 9 | -2 | -3 | 12 | 1
CC(C)C1Nc2ccc(C(=O)NCc3ccco3)cc2NC1=O (stereo not drawn) | 0.1 | 4 | 0.5 | 106 | 0.0 | 14 | 31 | 4 | 0 | 0
CC(C)CNC(=O)C1CCN(c2ccc(S(=O)(=O)N3CCOCC3)cc2Cl)CC1 | 0.2 | 8 | 0.2 | 95 | -1.6 | 10 | 4 | -8 | 8 | -3
COCc1nnc(NC(=O)C2CC(=O)N(C3CCCCC3)C2)s1 (stereo not drawn) | -0.2 | -2 | -0.5 | 101 | -2.6 | 13 | -5 | 7 | 5 | 3
C=CCN1C(=O)/C(=C/c2ccc(OCC(=O)O)cc2)S/C1=N/c1nccs1 | 0.6 | -1 | -1.0 | 101 | 0.1 | 6 | -2 | 8 | 0 | 1
COCCNC(=O)c1ccc(CS(=O)(=O)c2cccc(C(F)(F)F)c2)o1 | -0.1 | -11 | -0.5 | 100 | 0.8 | 13 | 4 | 5 | 0 | 2
NC(=O)C1CC(=O)N(c2ccc(OCc3ccccc3Cl)cc2)C1 (stereo not drawn) | -0.2 | -2 | -2.1 | 97 | -1.4 | 5 | -1 | -5 | -4 | 2
CC(C)CN(CC(C)C)C(=O)CS(=O)(=O)Cc1ccccc1 | 0.1 | -1 | -1.6 | 100 | 1.3 | 0 | 1 | -3 | -4 | -1
CC(Sc1nc2ccccc2n1C)C(=O)Nc1ccc(N2CCOCC2)cc1 (stereo not drawn) | 0.0 | -3 | 0.3 | 95 | -0.9 | 1 | -7 | -8 | -1 | -3
Cn1c(=O)c2c(nc(NCc3cccnc3)n2Cc2ccccc2Cl)n(C)c1=O | 0.1 | 1 | 1.5 | 93 | -0.8 | 0 | -1 | 6 | 8 | 5
Cc1cc(C(=O)CSc2n[nH]c(N)n2)c(C)n1-c1ccc2c(c1)OCO2 | -0.1 | -4 | -1.8 | 102 | -0.6 | 3 | -3 | -9 | -2 | -5
COC(=O)c1ccc(C(=O)N2CCCC(Nc3ccc(F)c(F)c3)C2)cc1 (stereo not drawn) | 0.2 | -2 | -0.5 | 102 | -1.6 | 16 | 6 | 4 | -4 | 1
N#C/C(=C\C=C\c1ccccc1[N+](=O)[O-])c1nc(-c2ccc3c(c2)OCO3)cs1 | -0.3 | 1 | -0.9 | 195 | -0.6 | 0 | 0 | 3 | -3 | 0
O=C(CCC1CCCC1)NCCS(=O)(=O)N1CCN(c2ccccc2)CC1 | 0.4 | -3 | 0.4 | 98 | -2.5 | 9 | 19 | -3 | -4 | 0
COCCNC(=O)C(=O)Nc1ccc(Br)cc1 | 0.0 | -7 | 2.8 | 99 | 1.2 | -4 | 3 | 3 | -3 | 0

An excerpt of these results, as comma-separated lines:
molecule,aDG glyco act,ABHD5 PLIN5 PPI,hiPSC survival,ABCB6 inh MLPCN,MC4R barr agon,MC4R antagonist,Granule exo inh,H9c2 protect,HTR2A ag,N-glyco inh
COC(=O)\C(C(C)=O)=C(/C=C/C=C/C=C/N(C)C)N(C)C,0.5,4,2.7,106,-0.7,-5,2,-1,0,1
CCCn1c2ccccc2c2nnc(SCCN3CCOCC3)nc21,-0.3,2,-0.8,100,-0.7,-12,10,2,0,-3
O=C(O)c1cccc(S(=O)(=O)Nc2ccccc2Cl)c1,0.9,1,13,106,-0.2,0,-6,-1,-1,1
CNC(=O)N1CCN(C(=O)NC)CC1,-0.2,-4,-2.7,102,-0.5,12,2,0,-1,4
